From PubChem BioAssay
E-sel TNF inh = E-selectin induction blockers in HUVEC – imaging, immunofluorescence, high content, primary screen; 120,000 tested, 0.71% active; inhibition, % at 2 µM; HUVEC TNFa-induced E-selectin immunofluorescence; AID 1246, 2008;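 active means inhibition above the batch mean plus 3 SD, and confirmed as a hit on visual image review, cut at about 43% in these data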;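 further: 0% = TNF-stimulated DMSO wells and 100% = unstimulated control wells; not every result past the cut was called active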
Phagocytosis inh = inhibitors of macrophage phagocytosis, primary screen, imaging, J774A.1 cells, IgG beads; J774A.1 macrophage IgG-bead phagocytosis; inhibition, % at 5 µM; 110,000 tested, 0.07% active;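 active means inhibition above the mean of the plate negative controls plus 5 SD, cut at about 13% in these data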;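 further: phagocytic index as fraction of beads internalized from green versus red external bead signal; plate controls were DMSO negative control for no effect and cytochalasin-D positive control for full effect; some results beyond the cut were filed as inactive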
PTEN del growth = growth suppression of PTEN-null HCT116, primary screen, cell-based, CellTiter-Glo; viability, % at 10 µM; 140,000 tested, 1.2% active; HCT116 PTEN-null viability, 60 h; hits give low values;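 active means viability at or below a set limit, 4 SD under the median of all tested compounds, cut at about 3.7% in these data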;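 further: PTEN knockout HCT116 line with beta catenin targeted HCT116 as companion control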
Measles CPE = compounds protecting cells from measles virus cytopathic effect, primary screen, measles RdRp inhibitor project, single point, MLSMR library, absorbance; Measles virus-infected cells, CPE protection; AID 841, 2007; 140,000 tested, 1.5% active; protection (pct of control), % at 4 µM; in the data active means protection mostly above about 24%, no sharp cut-off; inactive means mostly below about 26%; further: some compounds called inactive have numbers as strong as hits
MRP1 act = H69AR viability gain despite doxorubicin, primary screen, MRP-1 activator project, H69AR cells, CellTiter-Glo. 140,000 tested, 0.61% active. viability increase, % at 10 µM. viability rescue;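 active means viability gain under doxorubicin at or above a set limit, the compound median plus 3 SD, cut at about 4.7% in these data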;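 further: MRP-1 overexpressing cells given doxorubicin 25 µM after compound pretreatment; 18-22 h compound pretreatment then 72 h with doxorubicin before readout; 0% = doxorubicin-only wells and 100% = vehicle-treated cells without doxorubicin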
BB579 growth dn = growth inhibitors of yeast BB579 in restrictive medium, primary screen, yeast lifespan-shortening project, S. cerevisiae; 140,000 tested, 0.51% active; OD615, 48 h; inhibition, % at 10 µM;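 active means inhibition above a set limit, 3 SD over the mean compound inhibition, cut at about 44% in these data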; further: inactives centre near -24
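Assay system – yeast BB579 (DeaD) · Dosing – single compound dose of 10 µM, 0.25% DMSO final · Detection – OD615 turbidity measurement · Buffer or medium – CSMM-D restrictive synthetic medium containing dextrose (glucose) · Benchmarks – positive control amphotericin B 10 µg/mL · Incubation – 48 h exposure, 30 °C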
NPY Y2 blocker = NPY-Y2 receptor antagonists, primary screen, cell-based; NPY-Y2 expressing cells, antagonist mode; 140,000 tested, 0.99% active; Neuropeptide Y receptor type 2 (Homo sapiens), P49146; inhibition, % at 2.7 µM; in the data active means inhibition above about 17%;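 further: 0% = vehicle with agonist challenge and 100% = reference antagonist with challenge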
Target sequence (P49146 whole entry, looked up): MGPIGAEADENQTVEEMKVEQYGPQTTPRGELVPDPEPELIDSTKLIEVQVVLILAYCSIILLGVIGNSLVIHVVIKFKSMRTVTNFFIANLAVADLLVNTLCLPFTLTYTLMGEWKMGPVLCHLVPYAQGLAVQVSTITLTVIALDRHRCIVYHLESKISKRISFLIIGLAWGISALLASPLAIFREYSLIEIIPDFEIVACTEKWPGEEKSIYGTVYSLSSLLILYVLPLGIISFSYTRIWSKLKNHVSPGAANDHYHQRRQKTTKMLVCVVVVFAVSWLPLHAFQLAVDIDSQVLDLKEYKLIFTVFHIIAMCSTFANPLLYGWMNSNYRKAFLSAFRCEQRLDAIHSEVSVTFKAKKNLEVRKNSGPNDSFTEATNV
GALR2 blocker = GALR2 antagonists in receptor-expressing cells, primary screen; Galanin receptor type 2 (Homo sapiens), O43603; antagonist mode; inhibition, % at 4 µM; 140,000 tested, 0.39% active; in the data active means inhibition above about 27%;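 further: cells stimulated with galanin 1-16 at roughly its EC80; 0% = agonist challenge control and 100% = basal control without agonist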
Target sequence (O43603 whole entry, looked up): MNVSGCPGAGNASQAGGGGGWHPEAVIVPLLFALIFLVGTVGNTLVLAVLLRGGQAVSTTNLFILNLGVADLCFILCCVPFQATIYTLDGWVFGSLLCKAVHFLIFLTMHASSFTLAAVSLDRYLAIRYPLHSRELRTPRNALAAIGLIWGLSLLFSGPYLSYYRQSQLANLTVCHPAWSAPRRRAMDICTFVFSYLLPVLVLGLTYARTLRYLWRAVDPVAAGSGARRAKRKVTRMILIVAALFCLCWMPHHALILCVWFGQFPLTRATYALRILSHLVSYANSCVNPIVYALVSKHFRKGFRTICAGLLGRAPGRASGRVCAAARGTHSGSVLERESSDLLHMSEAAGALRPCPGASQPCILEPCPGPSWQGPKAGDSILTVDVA
Yeast lifespan up = compounds extending yeast replicative lifespan, primary screen, S. cerevisiae, OD615; 130,000 tested, 0.68% active; S. cerevisiae growth with nicotinamide; deaD strain in restrictive glucose medium; inhibition of the nicotinamide effect, % at 10 µM;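 active means inhibition above a set limit, placed 3 SD over the median of all compounds, cut at about 26% in these data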;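 further: 0% = nicotinamide-treated wells and 100% = cells grown without nicotinamide; some compounds called inactive have numbers as strong as hits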
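Measured by: optical density (absorbance) at 615 nm; System: modified budding yeast, DeaD strain; Medium: restrictive CSMM-D dextrose medium; Timing: 4 h preincubation then 48 h treatment at 30 °C.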
bCat KO growth = primary screen for growth suppressors in beta-catenin knockout HCT116 cells (colon tumor, human) | AID 818, 2007 | viability, % at 10 µM | HCT116 beta-catenin knockout viability, CellTiter-Glo, 60 h; hits give low values | 140,000 tested, 1.5% active;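 active means viability at or under a set limit, the compound median less 4 SD, cut at about 6% in these data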;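 further: 0% = Hyamine 1622 control at 20 µM and 100% = untreated cell control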
* hit, by the source's call; . = not tested or not shown.

SMILES	E-sel TNF inh	Phagocytosis inh	PTEN del growth	Measles CPE	MRP1 act	BB579 growth dn	NPY Y2 blocker	GALR2 blocker	Yeast lifespan up	bCat KO growth
S=c1[nH]nc(-c2ccc3c(c2)OCO3)n1-c1ccccc1	-5	-10	94	11	0.3	-27	1	-7	4	99
COc1ccccc1C(=O)Nn1c(-c2cccs2)nc2ccccc2c1=O	19	-9	95	5	-0.1	-1	7	-8	11	97
CSCCC1NC(=O)N(CC(=O)Nc2cccc3ccccc23)C1=O (configuration not stated)	-7	1	89	13	0.6	36	-3	-9	-8	81
CCCC(=O)Nc1ccc(Cl)c(NC(=S)NC(=O)c2cc3ccccc3o2)c1	.	-9	76	5	-4.6	-29	-1	2	0	76
COC(=O)c1c(C)[nH]c(C(=O)/C=C/c2ccc(Cl)cc2)c1C	.	1	62	6	-4.1	-14	9	5	-3	70
Cc1cc(OCCCC(=O)NCCN2C(=O)S/C(=C\c3cccnc3)C2=O)ccc1Cl	-1	.	78	22	-2.4	-3	4	13	-4	83
Cc1ccn(CC(=O)O)c(=O)c1	-21	0	103	4	-0.9	-21	0	7	2	95
CSc1nnc2c(n1)OC(c1cn(C)c3ccccc13)N(C(C)=O)c1ccccc1-2 (configuration not stated)	-14	1	105	13	-1.7	-38	-1	8	1	87
O=C(/N=C1\NC(=O)C(F)(C(F)(F)F)S1)NC1CCCCC1 (configuration not stated)	.	2	102	2	-2.0	-44	.	.	-4	98
COCCn1c(=NC(=O)c2ccc(S(=O)(=O)N3CCCc4ccccc43)cc2)sc2cc(S(C)(=O)=O)ccc21	7	-3	81	16	-2.2	-79	-2	-2	2	87
COC(=O)c1c(NC(=O)CSc2nnnn2-c2ccccc2)sc2c1CCC(C)C2 (configuration not stated)	-17	.	97	6	-0.2	6	14	-2	15	93
CCN(Cc1ccccc1)C(=O)c1ccccc1C	12	-4	56	7	-3.3	-38	-1	5	3	58
COc1cc([N+](=O)[O-])cc(/C=N/NC(=O)C(C)Nc2ccccc2C)c1O (configuration not stated)	-14	-8	74	8	-0.2	-38	4	11	2	78
CCOc1ccc2nc(N3C(=O)/C(=C/c4ccccc4)NC3=S)sc2c1	.	-12	58	12	-1.6	-10	3	-3	22	52
CN1c2ccccc2N(C)C1(C)c1ccccc1	.	5	14	30	-3.1	-51	-1	19	4	13
COc1cc(/C=N/NC(N)=S)ccc1OCc1ccc(C)cc1	.	-3	58	10	-4.1	-56	2	2	0	68
Cc1ccc(Cn2c(SCCN3CCCCC3)nc3c2c(=O)[nH]c(=O)n3C)cc1	.	0	76	24	-3.1	2	5	2	-7	83
O=C(NCC1CCCO1)/C(=C\c1ccc(Cl)cc1)NC(=O)c1ccccc1 (configuration not stated)	-51	1	98	6	-2.8	-28	4	7	-4	94
O=C(Nc1nc(-c2ccccc2)cs1)c1cccc([N+](=O)[O-])c1	-4	-5	59	10	1.9	-23	-2	11	-27	68
Cc1cccc(-n2c(N)c(C(=O)N3CCN(C)CC3)sc2=S)c1	1	0	98	6	-2.4	-29	0	-5	-10	102
CCCC(=O)N1CC2(C)CN(C(=O)CCC)CC(CCC)(C1)C2=O	1	0	100	10	-3.0	-21	3	-10	-2	88
Cc1cccc(Nc2nn3c(=O)c4ccccc4nc3s2)c1	17	-1	84	5	-3.2	-49	-3	8	-6	80
O=C1CC(Cc2ccc(Cl)cc2)C(=O)N1c1ccncc1 (configuration not stated)	-12	.	100	12	-1.0	-38	3	-5	.	101
CCCn1c(N)c(C(=O)CSc2nnnn2-c2ccc(O)cc2)c(=O)n(C)c1=O	.	2	89	11	-3.0	-35	-4	-7	0	92
C=C(C)CSc1nnc(-c2ccc(C)cc2)n1N	-7	.	95	4	-2.3	-19	2	4	-9	92
O=C1CC(SC(=NCc2ccc3c(c2)OCO3)Nc2ccccc2)C(=O)N1 (configuration not stated)	.	-1	105	14	-0.5	-42	1	-21	-2	90
Cc1ccnc(NC(=O)COC(=O)C2COc3ccccc3O2)n1 (configuration not stated)	-20	0	98	27	0.5	-14	3	11	-8	99
CC(=O)c1c(C)nc2ccc(Cl)cn12	-2	-1	95	7	-0.2	-34	3	-11	-13	97
O=C(NCc1ccccc1)c1ccc(=O)[nH]n1	-53	0	104	10	1.1	-3	0	1	-13	102
CCC(c1nc2ccccc2c(=O)n1CCCn1ccnc1)N1C(=O)c2ccccc2C1=O (configuration not stated)	-14	1	101	12	-2.2	-33	1	8	-12	86
CCC(=O)N1CCc2cc(S(=O)(=O)CCC(=O)Nc3ccc(F)c(F)c3)ccc21	-28	-1	100	9	-0.9	-40	-1	-6	3	89
Cc1ccc(S(=O)(=O)c2cc3cc(Br)ccc3oc2=O)cc1	42	-3	47	23	-2.9	-31	2	3	2	50
CCC(C)NC(=O)CSc1nc(-c2cccs2)cc(C(F)(F)F)n1 (configuration not stated)	-2	2	91	6	2.4	-33	7	-8	-12	91
CCOC(=O)C1=C(C)C2C3C(=O)N(c4ccccc4C)C(=O)C3C1(C)C1C(=O)N(c3ccccc3C)C(=O)C21 (configuration not stated)	9	.	100	8	-0.2	-8	0	19	-4	97
Cc1cc(-c2nc3ccccc3o2)c2ccccc2n1	-5	-1	72	7	-3.7	-46	7	6	-27	65
Cc1ccc(C(=O)Cn2c(N3CCOCC3)nc3c2c(=O)n(C)c(=O)n3C)cc1	.	.	99	1	-1.2	3	11	-6	-7	90
CC(=O)C1=NOC(CNC(=O)c2c(-c3ccccc3Cl)noc2C)C1 (configuration not stated)	38	.	95	6	-2.5	-2	8	8	-15	111
c1ccc2c(CN3CCOCC3)c3ccccc3c(CN3CCOCC3)c2c1	-30	.	95	2	-2.8	-6	3	-5	8	93
CN(C)c1ccc(/C=N/NC(=S)NCc2ccco2)cc1	.	-2	103	9	-1.1	-25	2	8	4	103
O=c1c(C(c2ccc(O)cc2)c2c(O)nc3n(c2=O)CCS3)c(O)nc2n1CCS2	42	-3	96	8	-1.9	-21	-1	-5	-31	91

Whole records, quoted from the list.
`O=C1CC(Cc2ccc(Cl)cc2)C(=O)N1c1ccncc1` (configuration not stated) is listed with E-sel TNF inh = -12; Phagocytosis inh = .; PTEN del growth = 100; Measles CPE = 12; MRP1 act = -1.0; BB579 growth dn = -38; NPY Y2 blocker = 3; GALR2 blocker = -5; Yeast lifespan up = .; bCat KO growth = 101
`O=c1c(C(c2ccc(O)cc2)c2c(O)nc3n(c2=O)CCS3)c(O)nc2n1CCS2` is listed with E-sel TNF inh = 42; Phagocytosis inh = -3; PTEN del growth = 96; Measles CPE = 8; MRP1 act = -1.9; BB579 growth dn = -21; NPY Y2 blocker = -1; GALR2 blocker = -5; Yeast lifespan up = -31; bCat KO growth = 91

(next part)
SMILES	E-sel TNF inh	Phagocytosis inh	PTEN del growth	Measles CPE	MRP1 act	BB579 growth dn	NPY Y2 blocker	GALR2 blocker	Yeast lifespan up	bCat KO growth
COc1cccc(NC(=O)COc2ccccc2C(N)=O)c1	0	-3	105	6	1.2	-49	1	0	-3	95
CCOC(=O)c1[nH]c2ccc(OC)cc2c1NC(=O)CN1CCC2(CC1)OCCO2	1	1	98	7	-4.1	-41	0	1	4	103
Nn1c(-c2ccccc2Cl)nnc1-c1ccccc1Cl	16	.	92	11	-3.9	-22	3	18	.	71
COc1ccc(CC(C(=O)Nc2cccc(F)c2)c2nn[nH]n2)c(OC)c1 (configuration not stated)	.	-1	89	6	-2.7	-4	5	-6	-14	98
Fc1ccc(-c2cc3nc(-c4ccccc4)cc(N4CCN(CCN5CCOCC5)CC4)n3n2)cc1	.	-1	1.6*	2	-6.5	-79	-2	-15	-19	1.7*
O=C(CCNS(=O)(=O)c1ccc2c(c1)CCC(=O)N2)NCc1cccnc1	11	10	96	15	-0.3	-32	2	-4	-7	97
COc1cccc(C2c3c(oc4ccccc4c3=O)C(=O)N2CCCN(C)C)c1OC (configuration not stated)	.	-1	86	2	-1.4	-6	-2	-14	-11	90
Cn1c(Cn2c(=O)sc3ccccc32)nnc1SCC(=O)Nc1ccc2c(c1)OCO2	11	.	98	9	-3.6	-42	5	5	-3	89
CCN(CC)S(=O)(=O)c1cccc(C(=O)Nc2ccc(C#N)cc2)c1	-28	3	19	13	-2.1	-62	8	17	-10	17
Nc1nnc(CC(=O)N2CCCCC2)s1	.	0	101	9	1.8	-17	-1	1	1	95
COC(=O)c1sccc1N/N=C(\C)c1ccc(F)c(Cl)c1	-35	-1	80	20	-1.3	-31	1	9	-3	81
CCOc1ccc(CCNC(=O)CSc2cc(=O)n(C)c3ccccc23)cc1OCC	.	-10	97	19	-1.9	4	4	-8	-3	92
CN(C)S(=O)(=O)c1ccc(/C(O)=C2/C(=O)C(=O)N(Cc3cccnc3)C2c2ccncc2)cc1 (configuration not stated)	.	-3	96	5	-2.3	-34	2	-2	1	94
CCC1Oc2ccc(C)cc2N(CC(=O)NCCN2C(C)CCCC2C)C1=O (configuration not stated)	.	1	88	12	-0.5	-2	4	-5	-11	85
CC/C(=C\C1CCCCC1)C(NP(=O)(c1ccccc1)c1ccccc1)c1ccccc1 (configuration not stated)	-11	.	4	11	-4.8	-24	23*	3	9	5.6*
O=C(O)CCCC(=O)Nc1ccc(Br)cc1	7	0	103	5	0.1	-66	-1	11	11	100
CC(C)n1cc(/C=C(\C#N)S(=O)(=O)c2ccccc2)c2ccccc21	-13	-5	96	7	0.0	-16	1	-5	-8	89
CCOC(=O)c1[nH]c(C)c(C(=O)NCc2ccccn2)c1C	-32	.	111	30	-2.9	-7	1	-11	-4	97
Cc1ccc(C)c(NC(=O)c2nnn(Cc3ccccc3)c2N)c1	23	-1	81	25	0.7	-35	-2	6	-7	91
CCOC(=O)c1oc2cc(O)ccc2c(=O)c1-c1ccc(OC)cc1	-36	1	105	28	-2.8	-48	1	17	-32	104
O=C(Nc1cccc2c1CCCC2)c1cc([N+](=O)[O-])cc([N+](=O)[O-])c1	-27	7	93	3	-1.6	-42	4	-2	7	91
CCCC(=O)Nc1nnc(CCN2CCCCC2)s1	5	.	95	4	-1.9	-14	0	5	-3	77
CN(C)S(=O)(=O)c1cc(NC(=O)COC(=O)Cc2cccc3ccccc23)ccc1Cl	.	-2	83	5	-0.1	-20	3	8	-1	87
CC1CC(C)CN(CCC(=O)Nc2cccc(Cl)c2)C1 (configuration not stated)	-5	0	94	4	-3.7	-14	2	0	-6	94
CCn1c(SCC(=O)Nc2cc3oc4ccccc4c3cc2OC)nnc1-c1cccs1	10	-1	68	14	-2.3	-57	3	3	-10	62
O=C(Cc1ccc(Cl)c(Cl)c1)Nc1ccc(SC(F)F)cc1	.	-4	27	5	-2.5	-39	0	-29	4	36

Rows are unselected. Share with any hit: about 6.1%.
